Rad51 HR inh: blocks human Rad51 in homologous recombination; Q06609; hRad51 DNA strand exchange, fluorescence dequenching; inhibition, % at 10 µM; hit rate 0.085% among 200,000; AID 1385;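 active = inhibition above 40% at the single screening dose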;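 also: 0% = DMSO control wells and 100% = blanks with heterologous ssDNA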
Target sequence (Q06609 whole entry, looked up): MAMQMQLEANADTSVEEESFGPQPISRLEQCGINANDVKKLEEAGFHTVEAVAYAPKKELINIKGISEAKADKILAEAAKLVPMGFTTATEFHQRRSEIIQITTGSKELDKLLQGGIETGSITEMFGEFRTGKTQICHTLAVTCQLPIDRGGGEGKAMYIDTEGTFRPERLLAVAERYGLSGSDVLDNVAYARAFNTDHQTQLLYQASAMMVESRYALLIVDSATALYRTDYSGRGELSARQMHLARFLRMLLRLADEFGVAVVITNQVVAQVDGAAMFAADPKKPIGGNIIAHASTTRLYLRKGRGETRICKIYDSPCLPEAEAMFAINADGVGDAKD
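System: human Rad51 nucleoprotein filaments preassembled on unlabelled ssDNA. Reagent: labelled 47-mer dsDNA for strand exchange. Schedule: 30-min compound preincubation and 15-min exchange, both room temperature. Measured by: FRET fluorescence dequenching, excitation 485 nm, emission 520 nm. Read-out: Fluorescence-based percent inhibition, control- and blank-normalised. Benchmarks: plate controls and plate blanks.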
eIF4E-4G inh: inhibitors of eIF4E and eIF4G interaction in translation initiation; P63073+Q04637; TR-FRET eIF4E-eIF4GI(517-606) binding, 2 h; inhibition, % at 21.7 µM; hit rate 0.37% among 220,000; AID 782;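 active = inhibition above about 30%, limit read from the data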;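 also: 0% = full FRET control wells and 100% = background wells lacking eIF4GI fragment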
EP2 antag: inhibitors of human EP2 prostaglandin E2 receptor. P43116. inhibition, % at 25 µM. AID 1422. hit rate 0.52% among 260,000. C6 glioma cells expressing human EP2, cAMP TR-FRET; cells stimulated with saturating PGE2;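 active = percent inhibition above 40 after rounding to a whole number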;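 also: rat C6 glioma host cells with rolipram phosphodiesterase inhibitor present; the protocol text gives 20 µM as final concentration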
Target sequence (P43116 whole entry, looked up): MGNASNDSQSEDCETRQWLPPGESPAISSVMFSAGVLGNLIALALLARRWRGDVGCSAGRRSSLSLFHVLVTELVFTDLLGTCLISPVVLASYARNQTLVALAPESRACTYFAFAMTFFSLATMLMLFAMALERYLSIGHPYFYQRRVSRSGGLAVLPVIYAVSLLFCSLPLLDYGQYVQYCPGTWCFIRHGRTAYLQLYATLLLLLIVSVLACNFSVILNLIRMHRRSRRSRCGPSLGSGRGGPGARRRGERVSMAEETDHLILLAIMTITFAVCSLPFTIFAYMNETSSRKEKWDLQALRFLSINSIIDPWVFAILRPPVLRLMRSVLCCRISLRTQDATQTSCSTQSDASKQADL
EP2 modulator: modulates human prostaglandin E2 receptor EP2 signaling; P43116; EP2-expressing cells, cAMP HTRF FRET, PGE2 co-stimulation; induction, % at 25 µM; hit rate 0.83% among 260,000;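 active = compounds whose cAMP rise, as percent of the full-agonist control response, exceeds 60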;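 also: rat C6 glioma line stably carrying human EP2 under a CMV promoter; the protocol text gives 20 µM as final concentration; 100% = response of wells given 1 µM PGE2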
Hck Nef HTS: inhibitors of human Hck kinase activated by Nef | P08631 | Recombinant Hck-YEEI plus Nef, Z-Lyte FRET kinase assay | inhibition, % at 20 µM | hit rate 0.68% among 220,000 | AID 463187;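 active = Hck-Nef kinase inhibition above about 50%, limit read from the data; inactive = inhibition below that limit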;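 also: 0% = DMSO with Hck plus Nef and 100% = Hck alone without Nef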
14-3-3 Bad inh: disrupts binding of bovine 14-3-3 zeta to phospho-Bad peptide; inhibition, % at 21.7 µM; hit rate 0.71% among 220,000; TR-FRET 14-3-3zeta/Dy647-pBad peptide displacement, 1 h; P63103;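 active = inhibition above about 70%, limit read from the data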;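 also: 0% = full 14-3-3 plus peptide FRET controls and 100% = background without 14-3-3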
Target sequence (P63103 whole entry, looked up): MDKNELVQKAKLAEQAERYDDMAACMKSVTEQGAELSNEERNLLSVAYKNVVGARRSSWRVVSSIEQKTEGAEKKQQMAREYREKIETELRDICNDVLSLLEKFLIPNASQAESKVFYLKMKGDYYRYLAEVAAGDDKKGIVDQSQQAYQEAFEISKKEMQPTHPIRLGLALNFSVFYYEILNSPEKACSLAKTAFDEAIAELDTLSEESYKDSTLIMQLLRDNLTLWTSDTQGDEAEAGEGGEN
L929 necroptosis: L929 zVAD cell death inhibition | L929 zVAD necroptosis rescue, ATP luminescence, 24 h; with zVAD 60 µM | viability rescue, % at 10 µM | hit rate 0.38% among 220,000;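 active = activation, scaled between plate controls, above about 75%, limit read from the data; inactive = activation under that limit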;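 also: 0% = zVAD with DMSO and 100% = DMSO alone without zVAD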
TbHK1 inh: T. brucei hexokinase 1 inhibition | recombinant TbHK1, G6PDH-coupled NADH A340 | inhibition, % at 10 µM | hit rate 0.11% among 220,000;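 active = inhibition of 50% or more in the single-dose primary screen; inactive = inhibition below 50%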
m-calpain inh: blocks pig calpain II enzyme activity; purified calpain II, fluorogenic peptide substrate, 30 min; inhibition, % at 16 µM; hit rate 0.37% among 220,000; AID 1236;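 active = inhibition above about 50%, limit read from the data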
Starred values were filed as active, the others as inactive; nt = not tested or not shown; [ ] = dose if it differs, or a comment. The list is partial, so the mix of outcomes need not match the whole.

SMILES | Rad51 HR inh | eIF4E-4G inh | EP2 antag | EP2 modulator | Hck Nef HTS | 14-3-3 Bad inh | L929 necroptosis | TbHK1 inh | m-calpain inh
O=C(Nc1ccc(Cl)cc1)c1cc(S(=O)(=O)N2CCOCC2)cs1 | -9 | -12 | 4 | -15 | -1 | -7 | -0.8 | -3 | -8
Cc1ccc2cc3cc(C(=O)NCCN4CCOCC4)oc3nc2c1 | 4 | -5 | 9 | -8 | 0 | 10 | 0.1 | -60 | -288
CCCN1C/C(=C/c2cccc([N+](=O)[O-])c2)C(=O)/C(=C/c2cccc([N+](=O)[O-])c2)C1 | -2 | 0 | 6 | 0 | 0 | 8 | 9.7 | -7 | -98
O=C(/C=C/c1cn(-c2ccccc2)nc1-c1ccccc1)Nc1ccc(C(=O)O)cc1 | nt | 3 | 6 | -5 | -3 | 4 | -0.1 | -23 | 2
CCOC(=O)c1c(C(F)(F)F)cc(-c2ccc(F)cc2)nc1C | 0 | 0 | 7 | 5 | 0 | -1 | 1.2 | -4 | 10
CCOC(=O)COc1ccc(S(=O)(=O)Nc2cccc(SC)c2)cc1 | 6 | 5 | 9 | -30 | 4 | 5 | 0.3 | -6 | 18
COc1ccc(-c2nnc(NC(=O)c3cc(Cl)ccc3Cl)o2)cc1 | -3 | 2 | 13 | 0 | 1 | -2 | 0.8 | -9 | -9
CC(C)CCN1CCN(Cc2cnc(-c3ccccc3)s2)CC1CCO (stereo not given) | -6 | -2 | 8 | -17 | 32 | 5 | -0.7 | 4 | 13
O=C(CCc1nc(-c2ccccc2F)no1)NC1CCCCC1 | -4 | -6 | 11 | 14 | 1 | 8[fluorescence artefact?] | 0.4 | 0 | -7
Cn1c(=O)c2c(nc(SCCN3CCOCC3)n2Cc2ccc(F)cc2)n(C)c1=O | -2 | -2[fluorescence artefact?] | 12 | 20 | 0 | -21[fluorescence artefact?] | -0.2 | -5 | 7
COc1cc(C(=O)NNC(=S)Nc2ccc(S(N)(=O)=O)cc2)cc(OC)c1OC | -7 | 7 | 7 | 17 | 18 | -2 | -0.3 | -14 | 27
C/C(=N\Nc1cc(-c2ccccc2)nc(-c2ccccc2)n1)c1ccc(O)c(C)c1 | -2 | 3 | 8 | 28 | 2 | -3[fluorescence artefact?] | -0.4 | -12 | -1
COc1ccc(CNC(=O)CN(C(=O)CCC(=O)Nc2ccccn2)c2ccccc2OC)cc1 | 3 | 0 | 10 | 24 | 2 | 6 | 0.0 | 7 | -22
CC(=O)Nc1nc(C)c(-c2csc(Nc3cccc([N+](=O)[O-])c3)n2)s1 | 3 | -84[fluorescence artefact?] | 13 | -25 | 51* | 87*[fluorescence artefact?] | 5.6 | -13 | -58
CC(C)n1cc(/C=C2/SC(=O)N(CC(=O)Nc3ccc4c(c3)OCO4)C2=O)c2ccccc21 | 9 | nt | nt | 16 | 9 | nt | 0.3 | 6 | 5
Cc1ccncc1C(N)=O | 3 | 4 | 16 | -16 | 15 | 2 | 0.0 | 6 | 9
COc1cccc(-c2nc(-c3ccccn3)no2)c1OC | -12 | 1[fluorescence artefact?] | 14 | -3 | 7 | -3 | -0.3 | 4 | -28
Cc1ccc(S(=O)(=O)N(C)CCCC(=O)NC(C)(C)C)cc1 | 8 | 1 | 14 | 21 | -4 | -2 | 1.3 | 0 | 8
Cn1nc(-c2ccc(N3CCOCC3)c(NS(=O)(=O)c3ccc(Cl)cc3)c2)c2ccccc2c1=O | -1 | -1 | 32 | 44 | 0 | -2 | -0.2 | -10 | -22
O=C1Nc2ccc(Br)cc2/C1=C/C1CC=CCC1 (stereo not given) | 2 | 5 | 6 | 6 | 4 | -10 | -0.1 | -2 | -13
COC(C(=O)Nc1ccc(Cl)cc1C)c1ccccc1 (stereo not given) | nt | 1 | 12 | 13 | -1 | 15[fluorescence artefact?] | -0.1 | -7 | -8
CCN(CC)c1ccc(NC(=O)CSc2nnc(N)s2)cc1C | 2 | 2 | 4 | 35 | 1 | 4 | 2.0 | -3 | -13
CC(C)c1ccc(CN2CC(C(=O)Nc3ccccc3)CC2=O)cc1 (stereo not given) | 4 | 0 | 6 | -57 | 16 | -5 | 0.7 | 3 | -3
CCOc1ccc(Cn2nnc(C(=O)Nc3cc(OC)cc(OC)c3)c2N)cc1 | -4 | 0 | 9 | -27 | 0 | 4 | 1.3 | 2 | -17
CCOn1c(SC(C)C)nc2ccccc2c1=O | 3 | -4 | 6 | 57 | -1 | -1 | 0.0 | -3 | 18
Cn1c(=O)c2c(nc(NCc3ccco3)n2CC(O)CO)n(C)c1=O (stereo not given) | 10 | 0 | 12 | 18 | 16 | -15 | 14 | -3 | -30
Cc1ccc(NC(=O)c2cc(-c3ccc(F)cc3)on2)cc1C | -2 | 2 | 8 | 15 | 17 | -25 | 2.5 | -2 | -38
CC(C)(C)C(=O)Nc1sc2c(c1C#N)CCC2 | nt | -1 | 4 | 12 | 34 | -1 | 1.9 | 0 | -17
c1ccc(-c2oc3ncnc(NCCCN4CCOCC4)c3c2-c2ccccc2)cc1 | 2 | 11[fluorescence artefact?] | 8 | 42 | 61* | -1 | 71 | -19 | -200
O=C(c1cccc(C(=O)N2CCN(Cc3ccccc3)CC2)c1)N1CCN(Cc2ccccc2)CC1 | 4 | 3[fluorescence artefact?] | 4 | 18 | -6 | 3 | -0.6 | -5 | -3
COc1cc(/C=C/CO)cc(OC)c1O[C@@H]1O[C@H](CO)[C@@H](O)[C@H](O)[C@H]1O | 11 | -3 | 0 | 23 | -7 | -3 | 2.2 | -4 | -4
O=C(Nc1c2c(nn1-c1ccc(F)cc1)CS(=O)C2)C12CC3CC(CC(C3)C1)C2 (stereo not given) | 4 | -1 | 9 | 15 | 0 | 13 | -0.4 | 5 | 9
Cn1cccc1CC(=O)NNC(=S)Nc1ccccc1Cl | 13 | -16 | 16 | 17 | 3 | -12 | 0.0 | -1 | 8
Cc1ccc(C(=O)Nc2ccccc2C(=O)NC2CCCCC2)cc1S(=O)(=O)N1CCOCC1 | -2 | 2 | 11 | 1 | 5 | 29 | -0.6 | 5 | -18
CCCN1C(=O)SC(CC(=O)Nc2ccc(C)cc2)C1=O (stereo not given) | -5 | -1[fluorescence artefact?] | 11 | 5 | 11 | -14 | 0.1 | 7 | 24
CCOC(=O)c1c(N)nn(C(=O)c2ccccc2F)c1-c1ccc(OC)cc1 | 5 | 2 | 1 | 39 | 18 | 2 | 78* | -3 | 16
COc1ccc(CCn2c(NN)nc3c2c(=O)[nH]c(=O)n3C)cc1 | 8 | 30 | 5 | 11 | 7 | -6 | -1.1 | -10 | -35
CN1CC[n+]2c(CN3C(=O)c4ccccc4C3=O)csc21 | -10 | -6 | 9 | 7 | 0 | 22[fluorescence artefact?] | 0.7 | 8 | 14
C/C(=N\NC(=O)C(C)Sc1ccccc1)C(C)(C)C (stereo not given) | 6 | 7 | 13 | -26 | -1 | -4 | 0.9 | 1 | 19
CCS(=O)(=O)Nc1ccccc1C(N)=O | -7 | -1 | 7 | 18 | -19 | 10 | -0.3 | 3 | -189
C=C(C)C1Cc2c(C)nn(-c3nc(C)cc(C)n3)c2C1 (stereo not given) | 0 | 0 | 3 | 25 | -6 | -1 | -0.9 | 2 | -2
Cc1ccc(-c2sc(C(=O)NN)c(C)c2C#N)cc1 | 8 | 0 | 6 | -30 | 10 | -2 | 0.1 | -30 | 21
Cc1[nH]c2ccccc2c1C(=O)CSC(=S)N1CCCCC1 | nt | 2 | 2 | -50 | 2 | -9 | 5.6 | -4 | 4
Cc1ccccc1NC(=O)CN(c1ccc(F)cc1)S(C)(=O)=O | 3 | 10 | 15 | 22 | 6 | -7[fluorescence artefact?] | -1.4 | 0 | -18
CCC(=O)NC(Nc1ccccn1)(C(=O)OC)C(F)(F)F (stereo not given) | nt | -4 | 3 | 34 | 0 | 8 | nt | -5 | 4

4 compounds already listed, ordered by number of heavy atoms, falling.
SMILES | Rad51 HR inh | eIF4E-4G inh | EP2 antag | EP2 modulator | Hck Nef HTS | 14-3-3 Bad inh | L929 necroptosis | TbHK1 inh | m-calpain inh
Cc1ccc(C(=O)Nc2ccccc2C(=O)NC2CCCCC2)cc1S(=O)(=O)N1CCOCC1 | -2 | 2 | 11 | 1 | 5 | 29 | -0.6 | 5 | -18
COc1ccc(CCn2c(NN)nc3c2c(=O)[nH]c(=O)n3C)cc1 | 8 | 30 | 5 | 11 | 7 | -6 | -1.1 | -10 | -35
Cc1[nH]c2ccccc2c1C(=O)CSC(=S)N1CCCCC1 | nt | 2 | 2 | -50 | 2 | -9 | 5.6 | -4 | 4
Cn1cccc1CC(=O)NNC(=S)Nc1ccccc1Cl | 13 | -16 | 16 | 17 | 3 | -12 | 0.0 | -1 | 8

(list continues)
SMILES | Rad51 HR inh | eIF4E-4G inh | EP2 antag | EP2 modulator | Hck Nef HTS | 14-3-3 Bad inh | L929 necroptosis | TbHK1 inh | m-calpain inh
CCCCC/S(CC1CC1(Cl)Cl)=N\S(=O)(=O)c1ccc(C)cc1 (stereo not given) | nt | -1 | 5 | 12 | 2 | 2 | -0.2 | -10 | 8
CC(C)(C)n1nnnc1CN(Cc1ccco1)Cc1cc2cc3c(cc2[nH]c1=O)OCO3 | -2 | -13 | 8 | -35 | 4 | -15 | 0.7 | -22 | -64
O=C(Cc1ccccc1[N+](=O)[O-])Nc1ccc2c(c1)OCO2 | 38 | 3 | 7 | 5 | -8 | -13 | -0.2 | 1 | 3
CCOc1ccc(N(CC(=O)NCCC2=CCCCC2)S(=O)(=O)c2ccccc2)cc1 | nt | -1 | 6 | 36 | -6 | 6 | 1.1 | -3 | 45
COc1ccc(OC)c(-c2cc(C(=O)Nc3ccc(F)cc3F)no2)c1 | 2 | -5 | 8 | -28 | 32 | 88* | 1.5 | -2 | -19
CCOC(=O)N1CCN(c2cc(=O)n(-c3ccc(C)cc3)c(=O)[nH]2)CC1 | 1 | -2 | 10 | 24 | 21 | -19 | 2.3 | -2 | -15
CCC(C)n1c(SCc2ccc([N+](=O)[O-])cc2)nc2ccsc2c1=O (stereo not given) | -2 | 9[fluorescence artefact?] | 1 | 14 | 3 | -7 | 0.2 | 11 | 17
O=C(CN1C(=O)c2ccccc2C1=O)NCc1ccncc1 | -2 | -2 | 2 | 25 | -1 | -5 | 3.4 | -1 | 9
Cc1ccc(C(=O)NC(C#N)=C(Cl)Cl)cc1 | -2 | 3 | 3 | -53 | 19 | 2 | 62 | 2 | 17
O=C(O)c1cc(Cl)c(Cl)cc1C(=O)Nc1cccc2cccnc12 | 3 | 0 | 5 | 0 | 3 | -8 | 0.5 | -4 | -17
C#CCOCCOCCOCCNc1nc(N2CCN(C(=O)Cn3cc(CCCN=C(N)N)nn3)CC2)nc(N2CCN(C(=O)Cn3cc(CCCN=C(N)N)nn3)CC2)n1 | nt | 3 | nt | 22 | -6 | 88* | 7.3 | 8 | 0
O=C(COC(=O)c1ccccc1O)Nc1ncc(Cl)cc1Cl | -21 | 20 | 6 | 13 | 31 | 41 | 1.0 | 16 | -23
CN(Cc1ccccc1)C(NC(=O)c1ccco1)C(Cl)(Cl)Cl (stereo not given) | nt | 6 | 4 | 18 | -5 | -21 | -0.9 | -1 | 11
OCCC1CN(Cc2cn[nH]c2C2CCCCC2)CCN1C1CCCC1 (stereo not given) | 5 | -2 | 9 | 2 | 19 | -14 | 2.1 | -1 | -27
O=[N+]([O-])c1ccc(C[n+]2cc(-c3ccccc3)n3c2CCCCC3)cc1 | nt | 0 | 8 | 11 | 14 | -2 | 0.3 | -15 | -22

Screens deposited in PubChem BioAssay by several laboratories.
